GRK2 inh: human GRK2 inhibition via aptamer displacement; P25098; bead flow cytometry, FAM-aptamer displacement from GRK2; inhibition of aptamer binding, % at 10 µM; 0.59% of 330,000 active;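 active = inhibition of aptamer binding above 40%, roughly 3 SD of noise, on plates passing a quality check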;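 note: median bead fluorescence of bound FAM aptamer so fluorescent compounds give negative values; no value below 0 was filed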
Target sequence (P25098 whole entry, looked up): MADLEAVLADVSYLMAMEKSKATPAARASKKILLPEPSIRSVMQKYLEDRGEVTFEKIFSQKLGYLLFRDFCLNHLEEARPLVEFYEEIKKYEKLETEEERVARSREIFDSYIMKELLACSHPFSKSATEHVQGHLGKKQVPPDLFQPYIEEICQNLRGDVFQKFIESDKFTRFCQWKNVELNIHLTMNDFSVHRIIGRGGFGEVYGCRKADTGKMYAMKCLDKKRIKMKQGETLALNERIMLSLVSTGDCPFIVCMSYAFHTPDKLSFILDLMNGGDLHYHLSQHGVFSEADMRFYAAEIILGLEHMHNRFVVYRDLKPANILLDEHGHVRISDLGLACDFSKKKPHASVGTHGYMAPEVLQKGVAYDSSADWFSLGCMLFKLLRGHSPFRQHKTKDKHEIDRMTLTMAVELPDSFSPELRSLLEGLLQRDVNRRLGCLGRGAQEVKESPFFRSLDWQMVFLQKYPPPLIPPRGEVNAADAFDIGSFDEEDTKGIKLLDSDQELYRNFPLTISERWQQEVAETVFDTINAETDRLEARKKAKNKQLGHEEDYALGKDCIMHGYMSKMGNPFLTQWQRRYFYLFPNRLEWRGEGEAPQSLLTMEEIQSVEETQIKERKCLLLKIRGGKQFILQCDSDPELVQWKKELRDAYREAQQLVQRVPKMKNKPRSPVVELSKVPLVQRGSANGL
MCL1 BIM primary: MCL1-BIM-BH3 interaction inhibition (human). GST-MCL1 / FITC-Bim-BH3 fluorescence polarization. 0.68% of 320,000 active. AID 2057. inhibition, % at 10.9 µM;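 active = inhibition above the mean inhibition of all tested compounds plus 3 SD, set per campaign, cut at about 40% in these data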;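 note: 0% = DMSO wells and 100% = unlabeled Bim-BH3 peptide control; higher means more loss of mP so more displacement of Bim peptide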
GLD-1 TGE inh: GLD-1-TGE RNA interaction inhibition (C. elegans). Q17339. purified GLD-1 + fluorescein TGE RNA, fluorescence polarization. inhibition, % at 5.96 µM. 0.44% of 320,000 active;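 active = percent inhibition above a per-plate cutoff, the plate mean of test compounds plus 3 SD, cut at about 30% in these data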;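 note: 0% = DMSO wells with GLD-1 and probe and 100% = wells lacking GLD-1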
Target sequence (Q17339 whole entry, looked up): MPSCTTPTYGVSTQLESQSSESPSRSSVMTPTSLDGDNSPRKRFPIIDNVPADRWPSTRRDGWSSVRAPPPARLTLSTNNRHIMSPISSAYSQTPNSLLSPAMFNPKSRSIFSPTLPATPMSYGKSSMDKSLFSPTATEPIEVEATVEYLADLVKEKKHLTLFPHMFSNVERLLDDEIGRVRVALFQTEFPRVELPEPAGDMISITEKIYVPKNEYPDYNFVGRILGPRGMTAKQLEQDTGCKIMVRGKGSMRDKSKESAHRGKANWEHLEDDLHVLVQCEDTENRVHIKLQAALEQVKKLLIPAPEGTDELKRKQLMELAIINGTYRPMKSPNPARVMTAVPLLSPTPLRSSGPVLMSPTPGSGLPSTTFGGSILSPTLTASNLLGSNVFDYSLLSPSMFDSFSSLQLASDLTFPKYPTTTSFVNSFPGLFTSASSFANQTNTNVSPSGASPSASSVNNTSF
MEX-5 binding: C. elegans MEX-5 TCR-2 RNA binding activity | Q9XUB2 | MEX-5/FITC-TCR2 RNA binding, fluorescence polarization; hits give low values | activity score (negative = inhibition of binding), % at 10 µM | 0.38% of 300,000 active | AID 1832;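 active = inhibition past about -25% in most replicates, and total fluorescence under double the plate's negative control median, limit read from the data; inconclusive = replicates evenly split on the limit, or fluorescence at least double controls; inactive = too little inhibition in most replicates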;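 note: 0% = DMSO and -100% = 5 µM competing unlabeled TCR2 RNA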
AGP1-GFP MLPCN: modulators of TOR pathway AGP1-GFP in S. cerevisiae; S. cerevisiae AGP1-GFP multiplex flow cytometry, 3 h; GFP as percent of DMSO wells; GFP response vs DMSO, % at 10 µM; 0.02% of 320,000 active;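 active = GFP response relative to DMSO above a set limit, near screen average plus 3 SD, cut at about 150% in these data; inconclusive = fewer than 70 cells counted for the yeast strain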;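 note: median GFP channel fluorescence of the gated AGP1 strain per well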
Yeast superoxide: yeast age-related superoxide inhibition as caloric restriction mimetic; superoxide response (% of plate mean), % at 10 µM; S. cerevisiae aged cells, superoxide DHE fluorescence; hits give low values; 0.18% of 330,000 active; AID 2690;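 active = superoxide response under a set limit, about three screen SD below normal, cut at about 65% in these data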;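 note: yeast aged for seven days with compound at 30 °C before DHE staining; 100% = average MFI of all compound-treated wells on the plate with controls excluded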
VLA-4 inh: inhibition in a human VLA-4 binding assay; P13612; VLA-4 expressing cells, ligand binding flow cytometry; inhibition, % (about 7 µM as worked out from the volumes in the protocol); 0.2% of 330,000 active; in the data active = inhibition above about 50%
CIT2-GFP yeast: yeast TOR pathway CIT2-GFP modulation; S. cerevisiae CIT2-GFP strain, flow cytometry, 3 h; 100 means same as DMSO wells; GFP response vs DMSO, % at 10 µM; 0.065% of 320,000 active; AID 2029;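 active = GFP response relative to DMSO above a set limit, near the screen mean plus 3 SD, cut at about 150% in these data; inconclusive = Fewer than 70 cells measured for a yeast strain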;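 note: ratio of well median GFP fluorescence to mean of DMSO wells on the plate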
BCLXL inh: blocks human Bcl-xL binding to Bim BH3 peptide. Q07817. GST-Bcl-xL / FITC-Bim BH3 peptide fluorescence polarization. inhibition, % at 10.9 µM. 0.7% of 320,000 active. AID 2129;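 active = inhibition above the mean of all tested compounds plus 3 SD, cutoff set per campaign, cut at about 30% in these data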;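 note: 0% = DMSO wells and 100% = unlabeled Bim-BH3 peptide competitor; inhibitors lower millipolarization by displacing the labeled peptide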
Starred values were filed as active, the others as inactive; ? = inconclusive; · = no result given. Not all compounds are listed. The share of hits here may be higher or lower than overall.

SMILES	GRK2 inh	MCL1 BIM primary	GLD-1 TGE inh	MEX-5 binding	AGP1-GFP MLPCN	Yeast superoxide	VLA-4 inh	CIT2-GFP yeast	BCLXL inh
NCC(CC(=O)O)c1ccc(Cl)cc1 (stereo not given)	1.0	-3.5	2.2	-1.7	115.9	88.5	2.6	99.6	3.5
Clc1ccc(OCC#CCN2CCOCC2)cc1	3.0	0.4	-2.7	-0.5	105.4	87.4	-4.4	105.5	8.7
C[N+](C)(C)CC#CCOC(=O)Nc1cccc(Cl)c1	0.0	6.0	2.9	-0.1	90.0	103.2	17.4	84.9	8.0
CC(Cc1ccccc1)NC=O (stereo not given)	0.0	-4.2	-1.7	1.7	105.7	83.6	2.8	103.2	-3.2
O=C1NC(=S)N(c2ccc(F)cc2)C(=O)/C1=C/c1ccccc1O	2.0	4.2	-8.1	1.0	95.6	99.4	11.0	98.6	0.4
C[C@H]1CC[C@@H]2N(C1)C[C@H]1[C@@H]3C[C@H]4[C@@H](CC(=O)[C@H]5C[C@@H](O)CC[C@@]54C)[C@@H]3CC[C@H]1[C@]2(C)O	2.0	-4.7	-5.8	-0.1	95.8	99.0	8.1	103.4	1.9
COC(=O)N1CCN(C(=O)Cc2ccc(Cl)c(Cl)c2)C(CN2CCCC2)C1 (stereo not given)	0.0	4.7	3.1	1.3	97.5	88.7	6.9	109.0	9.2
CCC1(OC(=O)c2ccccc2)CC(C)N(C)CC1C (stereo not given)	2.0	-6.7	2.9	0.2	104.9	99.1	7.5	107.9	-0.9
COC(=O)C1=C(c2ccccc2OCc2ccccc2)C[C@@H]2CC[C@H]1N2C(=O)NCCOc1ccc(OC)cc1	0.0	-1.5	-2.3	·	99.5	82.3	14.3	97.0	-0.7
CCN(CC)CCCNC(=O)c1c(O)c2ccccc2n(Cc2ccccc2)c1=O	0.0	-2.4	-1.3	1.3	88.1	96.8	6.2	86.5	-5.5
COc1ccccc1CN1CCN(C(=O)COc2ccc3ccccc3c2)CC1	2.0	-1.5	10.5	1.5	?	102.3	7.8	?	-1.7
O=C(CNC(=O)c1ccccc1Cl)Nc1ccc(Br)cc1C(=O)c1ccccc1	0.0	2.7	5.2	1.0	97.8	125.4	13.7	97.0	2.1
CCN(CC)S(=O)(=O)c1ccc(NN=C(C#N)C#N)cc1	0.0	2.0	1.7	1.3	105.0	109.5	-9.7	108.4	4.5
Fc1ccc2c(c1)nnn2C1CCN(Cc2c(Cl)cccc2Cl)CC1	0.0	7.3	2.7	3.1	104.8	98.5	7.1	102.3	-0.2
C[C@]12CCC3=C4CCC(=O)C=C4CC[C@H]3C1CC[C@@H]2O (stereo not given in full)	0.0	3.9	-9.2	-1.7	102.9	102.5	-7.7	98.1	4.1
OC(CC#CCN1CCCCCC1)(c1ccccc1)C1CCCC1 (stereo not given)	3.0	-9.6	11.3	0.9	102.2	93.8	-8.0	102.5	1.2
COC(=O)C1=C(c2cccc(C#N)c2)C[C@@H]2CC[C@H]1N2C(=O)NC1CC1	3.0	-2.8	1.8	·	101.2	98.2	-5.4	106.7	-0.4
COc1cc2c(cc1OC)C(C(=O)NCCC(C)C)C1CCCCN1C2=O (stereo not given)	2.0	2.0	0.4	3.5	102.3	94.3	-19.3	108.4	-2.6
Cc1[nH]c2ccc(OCc3ccccc3)cc2c1CCN	0.0	-5.5	-0.2	-0.1	98.1	99.8	25.1	104.7	8.8
COc1cc(/C=N/NC(=O)Cn2c([N+](=O)[O-])cnc2C)ccc1OC(=O)N(C)C	0.0	0.9	-5.6	-0.9	99.6	106.5	6.7	99.8	5.4
COc1ccc(OC)c(C2=NOC(C(=O)N3CCC4(CC3)OCCO4)C2)c1 (stereo not given)	3.0	1.3	3.2	-5.6	90.3	89.0	-3.3	100.7	2.5
O=c1[nH]c(O)c(N=Nc2cccc(S(=O)(=O)N3CCOCC3)c2)c(=O)[nH]1	0.0	2.9	1.7	0.5	100.6	102.0	2.6	101.3	2.9
Cn1cc(C(=O)OCC(=O)NC2(C#N)CCCC2)c2ccccc21	0.0	-6.1	2.1	·	97.6	108.4	4.7	92.0	3.0
CC(=O)N1CN2CN(C(C)=O)CC(C(=O)c3ccc(Br)cc3)(C2)C1	0.0	3.7	5.9	1.0	95.3	84.2	17.8	97.5	4.6
CCOC(=O)N1CCC(NC(=O)CCc2nc(C3=CCN(C)CC3)no2)CC1	3.0	17.8	7.9	-6.2	104.1	98.9	20.6	108.5	21.0
COC(=O)C1=C(c2ccc(-c3ccccc3)c(F)c2)C[C@@H]2CC[C@H]1N2C(=O)NCCOc1ccccc1Cl	5.0	-2.1	-0.3	·	103.6	89.4	0.0	97.3	0.9
CCn1c(O)c(/C=N/N2CCOCC2)c(=O)n(CC)c1=S	3.0	-90.3	-23.8	-2.5	101.4	96.8	-5.9	105.2	-45.6
Cn1c(O)c(C(=O)c2ccccc2F)c(=O)n(C)c1=O	6.0	-3.2	8.4	0.0	96.2	101.9	-0.6	98.2	0.8
COc1nc(NCC2CCCO2)nc(N2CC3CC(C2)c2cccc(=O)n2C3)n1 (stereo not given)	0.0	-8.7	-5.2	1.0	106.6	87.4	-4.9	103.9	-0.2
CCN(CCCl)Cc1ccccc1Br	4.0	10.4	5.1	-0.4	88.6	104.4	-3.6	83.0	3.8
CC12CN3CC(C)(CN(C1)C3c1cccs1)C2O (stereo not given)	2.0	-16.9	-8.7	-1.7	98.4	101.0	4.0	100.4	-2.3
O=c1[nH]c(N2CCN(Cc3ccc4c(c3)OCO4)CC2)nc2c1CCC2	0.0	-4.2	2.5	·	103.0	122.7	18.4	101.3	-1.3
N=Cc1c(O)n(-c2ccc(C34CC5CC(CC(C5)C3)C4)cc2)c(=O)[nH]c1=O	1.0	-43.5	-30.3	0.5	99.0	111.3	6.0	93.8	-15.7
COc1ccc(CCNCc2ccccc2F)cc1OC	0.0	1.9	3.1	2.9	99.8	101.5	12.9	110.8	-1.5
CN1C(=O)C(=Cc2coc3ccccc3c2=O)C(=O)N(C)C1=O	1.0	-5.1	-6.4	-2.7	96.4	81.2	-1.6	83.6	-1.4
COP(=O)(OC)/C(C=O)=N/Nc1ccc([N+](=O)[O-])cc1	0.0	-8.6	-2.0	0.7	92.1	84.7	-12.5	94.5	-6.5
Cc1nc2nc(SCC(=O)N3CCC4(CC3)OCCO4)nn2c(C)c1Cc1ccccc1	0.0	3.9	6.9	-0.2	·	103.0	15.9	91.6	1.9
COc1ccc(CCn2c(O)c(C=NCCN3CCCCC3)c(=O)[nH]c2=O)cc1OC	32.0	0.8	0.2	0.9	101.7	98.5	3.0	·	1.7
CCOC(=O)c1sc(/N=C/c2c(O)n(-c3cccc(C)c3)c(=O)[nH]c2=O)c(C#N)c1C	0.0	-1.2	-9.5	-0.2	101.4	98.2	-6.5	102.7	-0.7
COc1cc(CNCCc2ccc3c(c2)OCO3)ccc1O	0.0	8.9	-1.4	3.2	99.2	97.5	3.9	101.5	9.7
CCOP(=O)(OCC)/C(C#N)=C/c1ccc(Br)cc1	0.0	-0.2	5.0	0.5	104.5	101.6	18.0	98.0	-3.6
CCCC1=C(C(=O)OCC)C2(C(=O)Nc3ccccc32)C(C#N)=C(N)O1 (stereo not given)	1.0	5.8	13.1	1.2	83.0	83.7	-5.1	69.0	4.4
COc1cc(CN2CCN(C(=O)COc3ccccc3)CC2)cc(OC)c1OC	1.0	-1.6	-1.0	-2.2	108.0	92.2	14.8	109.3	2.9
CC(=O)N1CN(C(C)=O)CN(C(C)=O)C1	5.0	7.7	3.6	1.4	98.8	94.8	18.4	98.5	1.7
COc1ccc(CCn2c(O)c(C=NCCCO)c(=O)[nH]c2=O)cc1OC	0.0	6.6	4.3	2.8	101.0	106.1	-12.2	107.1	2.4
CN1CCN(c2cc([N+](=O)[O-])ccc2Cl)CC1	0.0	17.1	2.5	0.9	108.7	104.1	-10.1	106.2	5.3
C=CCN1C(=O)/C(=C/c2ccc(Br)s2)C(=O)NC1=S	6.0	27.8	-26.7	9.6	66.1	103.4	0.7	95.9	5.9
CN1CCc2c(C#N)c(Cl)nc(Cl)c2C1	3.0	22.9	6.6	-1.0	93.4	100.9	6.8	97.1	17.6
O=Cc1cn(Cc2ccc([N+](=O)[O-])cc2)c2ccccc12	0.0	-14.2	-0.8	4.2	97.0	95.1	11.2	93.2	-8.9
OC(CNCCc1c[nH]c2ccccc12)c1ccccc1 (stereo not given)	0.0	10.5	-0.8	1.2	98.3	103.7	-1.6	93.5	6.5

Next section.
SMILES	GRK2 inh	MCL1 BIM primary	GLD-1 TGE inh	MEX-5 binding	AGP1-GFP MLPCN	Yeast superoxide	VLA-4 inh	CIT2-GFP yeast	BCLXL inh
Cc1cc(OC(=O)N(C)C)nc(-c2ccc(C)c(Cl)c2)n1	4.0	-0.7	3.3	2.5	98.6	93.5	7.5	86.8	-7.4
COc1ccc(Cn2c(O)c(C=Nc3c(C)n(C)n(-c4ccccc4)c3=O)c(=O)[nH]c2=O)cc1	0.0	-6.2	-10.2	2.6	95.4	136.7	5.7	100.0	-3.9
COc1ccc(-c2nn(CCC#N)cc2C(=O)Nc2cccc([N+](=O)[O-])c2)cc1OC	2.0	·	·	0.6	103.4	101.6	-4.5	102.3	·
O=C(C[N+]12CCC(CC1)C(O)C2)c1ccc(Br)cc1 (stereo not given)	5.0	·	·	-0.2	99.8	106.8	8.5	99.8	·
CCC(CC)NC1CCCCC1OC (stereo not given)	0.0	0.5	-4.6	0.8	108.2	87.4	0.7	109.8	6.1
CN1CC(C(=O)c2cccc(C(F)(F)F)c2)C(c2ccc(Cl)cc2)C1 (stereo not given)	0.0	10.3	-1.4	2.4	103.8	88.0	0.7	111.3	9.8
C[C@]12CC[C@H](OC(=O)CCC(=O)O)CC1=CCC1C2CC[C@@]2(C)C1CC[C@@H]2OC(=O)CCC(=O)O (stereo not given in full)	0.0	·	2.5	·	83.3	107.7	-10.8	89.9	·
CCOC(=O)C1=C(C)OC(N)=C(C(=O)OCC)[C@@]12C(=O)N(CC(N)=O)c1ccccc12	0.0	4.3	3.0	0.4	105.7	77.4	-0.3	105.7	4.7
O=C(c1ccccc1F)c1cn(Cc2ccc(F)cc2)c2ccccc12	4.0	3.2	4.0	0.6	105.3	102.7	-13.2	101.3	4.9
O=C(c1ccc(Cl)cc1)C1CCCN(Cc2ccc3nonc3c2)C1 (stereo not given)	2.0	-5.8	-2.6	-0.2	108.2	101.8	-3.9	103.5	1.8
O=C1C2CCCN2C(c2ccncc2)N1c1ccc(Cl)c(Cl)c1 (stereo not given)	3.0	-1.2	-2.2	3.3	112.0	91.1	-22.4	100.6	1.6
CC(=O)Nc1ccccc1C(=O)OCc1cccc(F)c1	0.0	1.3	1.1	-0.9	94.5	102.5	56.2*	108.2	4.7
Cc1cc(/C=C2\C(=O)NC(=O)N(Cc3ccco3)C2=O)c(C)n1-c1ccc(C(=O)O)cc1	10.0	-2.3	-8.5	-1.3	108.2	90.9	27.2	98.9	-0.4
CCC(=Nc1ccc2c(c1)CCC2)c1c(O)n(-c2ccc(OC)cc2)c(=O)[nH]c1=O	0.0	0.2	-1.4	2.5	94.9	85.7	3.0	89.2	5.4
O=C(c1cc(S(=O)(=O)N2CCC3(CC2)OCCO3)ccc1F)N1CCC2(CC1)OCCO2	4.0	-2.8	-0.5	0.5	84.9	146.3	5.2	87.1	-1.9
O=c1[nH]c(=O)n(-c2ccc(Br)cc2)c(O)c1C=NC(CO)(CO)CO	2.0	1.2	1.9	0.0	110.2	111.6	-4.4	102.6	2.5
CC(NCc1cccc(Cl)c1Cl)C(O)c1ccccc1 (stereo not given)	0.0	-1.8	4.3	-1.8	97.0	101.9	5.0	99.5	2.1
